# S3 lipid droplet = qHTS Assay for Lipid Storage Modulators in Drosophila S3 Cells; Drosophila S3 cells, BODIPY lipid droplet fluorescence, 18-24 h; cells fed with added oleic acid; lipid storage change, negative = inhibition, % at the top dose, mostly 46.1 µM; hits show Potency in µM; 320,000 tested, 0.64% active; AID 2685, 2010; active = well fitted inhibition curve with a large enough effect in the signal ratio, with a control signal flat, not every such curve was filed as active; inconclusive = small, poorly fitted or top-dose-only effect, or effect the other way, or a change in a side signal; the % refers to the signal ratio
#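 Drosophila S3 cells got compounds at several concentrations plus oleic acid (400 uM solution). Laser-scanning cytometry with 488 nm excitation read lipid droplets at 500-530 nm and cells at 575-640 nm. Percent activity was relative to 20 uM Triacsin C.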
# S3 lipid droplet cell count max = recorded beside S3 lipid droplet, whose call it bears; cell number change, %; measured here: cell count max response;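 cells counted by Cell Tracker Red CMTPX staining in the red channel; peak over a dose series mostly up to 46.1 µM; percent activity relative to internal control wells on each plate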
# Starred values were filed as active, the others as inactive; i = inactive; ? = inconclusive; . = not tested or not shown. % is scaled to controls: 0 for no effect and ±100 for the full control effect; potency is read from the fitted curve at half-maximal effect. A portion of the library. The share of hits here may be higher or lower than overall.
SMILES,S3 lipid droplet,S3 lipid droplet cell count max
COc1ccc(C(=O)C2CCCN(C(=O)c3cc(C(C)C)no3)C2)cc1F (stereo not given),4.6%,12.0
CCCCC#Cc1ccccc1CC(=O)Nc1ccccc1,0.5%,16.9
COc1ccccc1NCC(=O)N/N=C(\C)c1cccs1,0.3%,7.4
FC(F)(F)Oc1ccc(NC(=S)Nc2ccccc2N2CCOCC2)cc1,?,.
CCc1cccc(CC)c1NC(=O)Cn1c(-c2ccccc2Cl)nc2ccccc21,?,.
CC1(C)Oc2ccc(C(=O)Nc3ccccc3)cc2N(CC#N)C1=O,i,4.2
O=C(CNc1ccccc1)N/N=C/c1c[nH]c2ccccc12,?,.
CCCCC(CC(O)COCCC)C(=O)NN (stereo not given),-18.6%,-6.2
Cc1cc(C)c(C)c(S(=O)(=O)N2CCN(CC(=O)Nc3sccc3C#N)CC2)c1C,-2.1%,-0.9
CCN1C(=O)c2cccc3c(S(=O)(=O)N4CCCC4C(=O)O)ccc1c23 (stereo not given),?,.
CN1CCN(C(=O)C2=C[C@@H](C3CCCCC3)C[C@@H](OCc3ccc(CO)cc3)O2)CC1,12.2%,-10.2
Nc1c(Cl)c(Cl)nc(C(=O)OCC(=O)NC2CCCCC2)c1Cl,9.2µM*,-8.5*
Cc1cccc(NC(=O)CCCN2C(=S)NC(C)(C)CC2C)c1C (stereo not given),?,.
CN1CCN(C(=O)c2ccc(Cl)c(S(=O)(=O)N3CCCCC3)c2)CC1,?,.
Cc1c(C(=O)N2CCOCC2)sc(NC(=O)CCl)c1C#N,?,.
COc1ccc(/C=N/NC(=O)c2cc(-c3cccn3C)n[nH]2)cc1OC,?,.
COc1ccc([N+](=O)[O-])cc1NC(=O)CCC(=O)c1cccs1,?,.
COc1ccc(CNC(=O)CN2C(=O)COc3ccc(S(=O)(=O)NC4CCCC4)cc32)cc1,i,16.5
c1ccc2c(c1)c1ccccc1n2CN1CCOCC1,3.8%,2.1
O=c1sc2ccccc2n1Cc1ccccc1,?,.

# Pulled by compound from the entries so far:
SMILES,S3 lipid droplet,S3 lipid droplet cell count max
Cc1cccc(NC(=O)CCCN2C(=S)NC(C)(C)CC2C)c1C (stereo not given),?,.
O=c1sc2ccccc2n1Cc1ccccc1,?,.

# Complete entries, looked up by structure. Values in the order: S3 lipid droplet | S3 lipid droplet cell count max
# Nc1c(Cl)c(Cl)nc(C(=O)OCC(=O)NC2CCCCC2)c1Cl is listed as 9.2µM* | -8.5*
# O=c1sc2ccccc2n1Cc1ccccc1 is listed as ? | .

# Carrying on:
SMILES,S3 lipid droplet,S3 lipid droplet cell count max
Cc1cccc(NC(=O)NNC(=O)COc2ccc([N+](=O)[O-])cc2)c1C,15.7%,12.0
COCCOc1ccc(C(F)(F)F)cc1NC(=O)COC(=O)c1cc[n+]([O-])cc1,?,.
Cc1ccc(-c2cc([C@H]3[C@H]4C=CC[C@@H](C)[C@@H]4C(=O)N3Cc3ccccc3)ccc2F)cc1,8.5%,-1.1
COc1cccc(NC(=O)CN(C)C(=O)c2ccc(Cl)c(S(=O)(=O)N3CCCCCC3)c2)c1,?,.
CCOC(=O)c1cc(C)sc1/N=C/C1C(=O)CCCC1=O,?,.
Cc1ccc(/C=N/N2CCN(c3ccncc3S(=O)(=O)N3CCCCC3)CC2)cc1,?,.
Cc1ccc(-n2nc(-c3ccc(OC(F)(F)F)cc3)cc2N)cc1C,?,.
O=[N+]([O-])c1ccc(-c2csc(NN=C3CCCC3)n2)cc1,11.0%,-11.2
O=C(COC(=O)c1cc(Cl)nc2ccccc12)c1ccc(Cl)cc1,-2.5%,-11.5
CCOP(=O)(O)c1ccccc1OCCCCCOc1ccccc1P(=O)(O)OCC,?,.
O=C(OCc1nc2ccccc2s1)C1CCN(S(=O)(=O)c2cccs2)CC1,?,.
COc1ccc(C(CNC(=O)c2nn(-c3ccccc3)c(=O)c3ccccc23)N2CCOCC2)cc1 (stereo not given),?,.
CN(c1ccccc1)S(=O)(=O)c1ccc(C(=O)Nc2nccs2)cc1,?,.
C/C(=N\NC(=O)C(N)=O)c1ccc2c(c1)OCCO2,?,.
CCCCN1CNC(=S)N(CCc2ccccc2)C1,10.6%,7.0
COC(=O)c1cc(Cl)c(NC(=O)c2ccc(C(C)(C)C)cc2)cc1OC,?,.
O=C(/C(=N\O)n1cncn1)c1ccc(Cl)cc1Cl,0.2%,6.9
CN(C)CCC#CC(O)(c1ccccc1)c1ccccc1,?,.
COC(=O)c1cccc(Cn2c(Cl)c(/C=N/NC(=O)c3ccccc3Cl)sc2=O)c1,23.3%,.
CCOC(=O)c1ccc(NC(=O)C2(c3ccccc3)CCOCC2)cc1,1.1%,3.6
Clc1ncccc1-c1nnn(-c2ccccc2Br)n1,?,.
CCOc1ccccc1N(CC(=O)Nc1ccc(S(=O)(=O)N2CCOCC2)cc1)S(C)(=O)=O,?,.
CCN1C(=O)[C@H]2[C@@H](c3ccc(C)cc3)N3C(=O)N(c4ccc(C)cc4)C(=O)[C@@]3(Cc3ccc(Cl)cc3)[C@H]2C1=O,-6.3%,25.4
COc1ccc(/C=C/C(=O)NC(=S)NNC(=O)c2cc(OC)c(OC)c(OC)c2)cc1OC,-4.9%,20.1
CCSc1nc2sc3c(c2c(=O)n1C1CCCCC1)CCN(C)C3,8.8%,-10.9
CCOC(=O)c1sc2cc([N+](=O)[O-])cc(SCCO)c2c1N,?,.
CC(C)N1CCN(Cc2cccs2)CC1CCO (stereo not given),-11.9%,-12.4
COc1ccc(C(C)C)cc1S(=O)(=O)NC1CCCC1,-21.8%,5.0
Oc1[nH]c(=S)sc1/C=C1\C(c2ccccc2)=Nc2ccccc21,?,.
O=C(Cc1ccc(F)cc1)Oc1ccc(C(=S)N2CCCC2)cc1,?,.

# Five compounds already listed, sorted by the number in S3 lipid droplet, descending.
Compound | S3 lipid droplet
CCSc1nc2sc3c(c2c(=O)n1C1CCCCC1)CCN(C)C3 | 8.8%
COc1ccc(/C=C/C(=O)NC(=S)NNC(=O)c2cc(OC)c(OC)c(OC)c2)cc1OC | -4.9%
CCN1C(=O)[C@H]2[C@@H](c3ccc(C)cc3)N3C(=O)N(c4ccc(C)cc4)C(=O)[C@@]3(Cc3ccc(Cl)cc3)[C@H]2C1=O | -6.3%
CC(C)N1CCN(Cc2cccs2)CC1CCO (stereo not given) | -11.9%
COc1ccc(C(C)C)cc1S(=O)(=O)NC1CCCC1 | -21.8%

# Remaining list, next part:
SMILES,S3 lipid droplet,S3 lipid droplet cell count max
CCCCc1cc(=O)oc2c(C)c(OCC(=O)NCCN3CCOCC3)ccc12,8.2µM*,-17.0*
O=C(O)Cn1c(SCCOc2ccccc2)nc2ccccc21,12.2%,3.7
CC1C/C(=N\NC(N)=S)c2cc(Cl)ccc2S1 (stereo not given),?,.
O=C(O)[C@@H]1Cc2c([nH]c3ccccc23)C2CCC(=O)N21 (stereo not given in full),-2.3%,8.9
O=S1(=O)NC2c3ccccc3CC2O1 (stereo not given),26.4%,-1.9
O=C(CC12CC3CC(CC(C3)C1)C2)Nc1ccc2c(c1)COC2=O,?,.
COc1ccc(CN2CCn3nc(C(=O)NC4CC4)cc3C2=O)cc1,?,.
COc1ccc([N+](=O)[O-])cc1NS(=O)(=O)Cc1ccccc1,i,-18.8
Cc1cccnc1NC(=O)CSc1nnc(CNC(=O)c2cccc([N+](=O)[O-])c2)n1C,0.5%,-0.7
O=C(O)Cc1ccc(OCc2ccc(Cl)nc2)cc1,?,.
CSc1nc2nc(-c3ccc(F)cc3)c(CCN3CCN(C)CC3)cn2n1,5.4%,-1.1
COCCN(C(=O)COC(=O)c1ccc(Cl)nc1)c1c(N)n(Cc2ccccc2)c(=O)[nH]c1=O,?,.
COc1ccc(OCCN(C)C(=O)c2cccc(S(=O)(=O)N(C)c3ccccc3)c2)cc1,?,.
CCSc1nc2ccccc2n1S(=O)(=O)c1ccccc1,?,.
Cc1ccc(CN2C(=O)CCC2C(=O)NCc2ccc(F)cc2)cc1 (stereo not given),-4.1%,2.0
Cc1cccc(-n2ncc3c(=O)[nH]c(SCC(=O)NCCC4=CCCCC4)nc32)c1,-10.6%,-11.0
CCOC(=O)c1ccc(-c2ccc(/C=C(\C#N)C(=O)NCC3CCCO3)o2)cc1 (stereo not given),?,.
O=c1c2cccnc2[nH]c(=S)n1Cc1ccccc1,3.8%,-10.5
Cc1ccc(S(=O)(=O)N(C)CC(=O)OCC(=O)NCCN2C(=O)CSC2=O)cc1,?,.
CCc1cc2c(cc3c(=O)n(CC(=O)NCCCN4CCCCCC4)nc(CC)n32)s1,?,.
COC(=O)Cc1ccc(Oc2ncc(C(F)(F)F)cc2Cl)cc1,27.5%,.
CCOC(=O)CSc1nc2c(cnn2-c2ccc(F)cc2)c(=O)[nH]1,?,.
CCCS(=O)(=O)N1CCC(C(=O)c2cccc(C(F)(F)F)c2)CC1,i,-1.9
COc1ccc(C(=O)CC2SC(N)=NC2=O)cc1 (stereo not given),16.9%,30.0
COc1ccc(C)cc1C(=O)CCC(=O)N1CCN(c2ccccc2F)CC1,?,.
CCCCN(CC)S(=O)(=O)N1CCC(C(=O)NCc2ccc(F)cc2)CC1,i,.
O=C(NCc1ccco1)c1cc(-c2ccc(Cl)cc2)on1,14.0%,11.8
CCCCC/C=C\C/C=C\C/C=C\CCCCC(=O)O,6.2%,0.1
O=C(Cc1ccc(Cl)cc1)OCc1nnc(-c2ccccc2)o1,-16.4%,-11.5
O=C(N/N=C/c1ccc(O)cc1)c1cncc(Br)c1,i,23.6
CC(C)(C)S(=O)(=O)c1cnc(N2CCCCC2)nc1N,11.9%,1.0
OC(CCN1CCCCC1)(c1ccccc1)C1C[C@@H]2C=C[C@H]1C2 (stereo not given in full),2.1%,-10.5
CCOC(=O)c1c(NC(=O)c2ccc(-n3cnnn3)cc2)sc2c1CCCC2,5.8%,19.1
CCCCC(=O)Nc1ccc(NC(=S)NC(=O)c2cccs2)cc1OC,?,.
CCOc1ccccc1NC(=O)N1CCCN(c2ncccc2C#N)CC1,?,.
Cc1nc(SCc2ccccc2)nc2c1CCC2,?,.
Cc1ccc(OCC(=O)N(C)CC(=O)Nc2ccc(Cl)c(C(F)(F)F)c2)c([N+](=O)[O-])n1,?,.
CC1(C)CC(=O)C2=C(C1)c1c(ccc3ccccc13)NC2c1cc([N+](=O)[O-])cc([N+](=O)[O-])c1O (stereo not given),-18.0%,-7.5
O=C(c1ccccc1CCc1ccccc1)N1CCCC1,i,-0.7
Cc1ccccc1N(C(=O)c1snc(C(N)=O)c1N)C(C(=O)NC1CCCCC1)c1ccc(O)cc1 (stereo not given),?,.
CCCCc1ccc(S(=O)(=O)NCCc2ccncc2)cc1,i,-16.0
CCOC(=O)c1c(NC(=O)c2cccnc2)sc(C(C)=O)c1C,2.5%,5.2
CCc1nn(CCCC(=O)NCc2ccco2)c(=O)c2cc3occc3n12,i,-6.5
CCC(CC)NC(=O)Nc1ccc(C)cc1,5.3%,-11.1
CCCn1c(=O)c(C#N)cn(C2CC2)c1=O,-11.8%,-6.6
CCOC(=O)c1cc(S(=O)(=O)NCc2ccc3c(c2)OCO3)cn1C,i,27.9
CCCCCc1ccc(-c2cn(CCc3c[nH]c4ccccc34)nn2)cc1,11.4%,-21.9
O=[N+]([O-])c1ccc2[nH]c3c(c2c1)CCCC3,?,.
COc1ccccc1NC(=S)NC1CCC(CC2CCC(NC(=S)Nc3ccccc3OC)CC2)CC1 (stereo not given),?,.
COc1cc(C2NC(=S)NC(C)=C2C(=O)Nc2ccc(C)cc2)ccc1O (stereo not given),-0.3%,13.5
# Remaining list, next part.
SMILES,S3 lipid droplet,S3 lipid droplet cell count max
COc1cc(/C=N\NC(=O)c2nonc2N)c(OC)cc1Br,-0.6%,23.9
NNC(=S)Nc1ccc(S(=O)(=O)N2CCCCC2)cc1,-5.7%,-7.4
O=C1NC2(CCCCCC2)C(=O)N1Cc1ccc([N+](=O)[O-])cc1,4.6%,5.6
Cc1ccc(C(=O)c2ccccc2C(=O)OCC(=O)NCCc2ccccc2)cc1,?,.
O=C(NCC1CCCO1)c1cc(NS(=O)(=O)c2cccs2)cc(NS(=O)(=O)c2cccs2)c1 (stereo not given),8.8%,1.4
Cc1sc(NC(=O)CSc2nnnn2C2CCCCC2)c(C#N)c1C,4.6%,-8.1
Cc1nnc(SCC(=O)N(C(C)C)C(C)C)[nH]c1=O,-19.9%,2.4
CCN(CC(=O)Nc1ccc(NC(C)=O)cc1)C(=O)/C=C/c1c(C)nn(-c2ccc(F)cc2)c1C,?,.
Clc1ccc(C2[C@H]3CN(CC4CCCCC4)[C@H](c4ccccc4)C34CC2(c2ccccc2)C4)cn1 (stereo not given in full),12.1%,12.4
CCN(CC)CCNC(=O)/C(=C/c1cn(C)c2ccccc12)NC(=O)c1ccc(OC)c(OC)c1,-2.9%,7.5
CCn1c(CNC(=O)c2ccccc2F)cc2ccccc21,?,.
CSc1ccc(CN2CCCN(C)CC2)cc1,22.5%,22.5
O=C1CC2(CCN(C(=O)C3CC(=O)N(c4ccccc4)C3)CC2)Oc2ccccc21 (stereo not given),?,.
CC1CCCCC1n1c(=S)[nH]c2ccccc2c1=O (stereo not given),?,.
CN1CCN(c2ccc(CNS(=O)(=O)c3ccc(Cl)cc3)cc2)CC1,?,.
CC1CCCC(C)N1/N=C/c1cccc(Br)c1 (stereo not given),?,.
NC(=S)N/N=C/c1cc([N+](=O)[O-])ccc1OCCOc1ccccc1,?,.
Cc1ccc(OCC(=O)NCCCNC(=O)c2ccccn2)cc1C,?,.
S=C(Nc1ccc(Oc2ccccc2)cc1)N1CCOCC1,?,.
CN1C(=O)NC(NC(=O)c2ccncc2)(C(F)(F)F)C1=O (stereo not given),?,.
O=C(O)c1ccccc1C(=O)Nc1ccc(Oc2ccccc2)cc1,?,.
CCCN1C(=O)SC(CC(=O)Nc2ccc(Br)cc2)C1=O (stereo not given),?,.
